From PubChem
Pin1 inh – human Pin1 inhibition. Potency, µM (titrated, usually from 115 µM), without a hit: top-dose activity, negative = inhibition, hits mostly inhibitors. Pin1 FP peptide displacement, HiFluor488, 10 min. 0.009% of 390,000 active. Q13526; active = well fitted inhibition curve with a large enough effect in the polarisation, with a control signal flat, not every such curve was filed as active; inconclusive = small, poorly fitted or top-dose-only effect, or effect the other way, or a change in a side signal; inactive = no such curve, though single readings can be large or run the other way; the % refers to the polarisation; note: potency is the fitted concentration of half-maximal effect; % is set by controls: 0 for no effect and ±100 for the full control effect
Tb PGK inh – inhibitors of T. brucei phosphoglycerate kinase; P07378; Potency, µM (top dose mostly 57.5 µM), for inactives: top-dose activity change, negative = inhibition, most hits filed as inhibitors; AID 602233; PGK/GAPDH coupled, Kinase-Glo luminescence, 60 min; 0.043% of 380,000 active; note: potency is the fitted concentration of half-maximal effect; % is set by controls: 0 for no effect and ±100 for the full control effect; nearly all actives have a fitted effect of over 60% in size
Target sequence (P07378 whole entry, looked up): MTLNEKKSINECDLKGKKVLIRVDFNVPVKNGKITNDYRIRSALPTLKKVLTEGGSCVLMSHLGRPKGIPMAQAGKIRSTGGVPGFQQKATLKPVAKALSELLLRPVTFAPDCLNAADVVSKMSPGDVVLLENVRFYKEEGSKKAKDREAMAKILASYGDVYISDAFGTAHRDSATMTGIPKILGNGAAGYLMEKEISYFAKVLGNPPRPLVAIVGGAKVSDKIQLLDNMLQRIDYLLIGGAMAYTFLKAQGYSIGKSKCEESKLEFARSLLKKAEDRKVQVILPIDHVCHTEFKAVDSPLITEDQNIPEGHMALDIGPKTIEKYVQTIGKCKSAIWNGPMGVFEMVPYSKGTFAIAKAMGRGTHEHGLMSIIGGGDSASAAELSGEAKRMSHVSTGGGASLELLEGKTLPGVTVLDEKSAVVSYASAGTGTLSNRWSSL
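Luminescent ATP detection (Kinase-Glo Plus) follows a 60-minute room-temperature incubation, with wells lacking PGK as controls. Buffer: 100 mM TEA (pH 7.6), 5 mM MgCl2, 0.01% Tween-20. Coupling enzyme GAPDH (100 nM final) supplies unstable 1,3-BPG in-well.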
IDH1 R132H inh – blocks human mutant IDH1 R132H enzyme; IDH1-R132H enzyme, NADPH consumption, diaphorase/resazurin fluorescence; Potency, µM (highest dose often 76.6 µM), for the others: at the top dose activity change, negative = inhibition, actives largely listed as inhibitors; 0.093% of 390,000 active; note: potency is the fitted concentration of half-maximal effect; % is set by controls: 0 for no effect and ±100 for the full control effect; nearly all actives have a fitted effect of over 65% in size
Target sequence (O75874 whole entry R132H, stated change not applied): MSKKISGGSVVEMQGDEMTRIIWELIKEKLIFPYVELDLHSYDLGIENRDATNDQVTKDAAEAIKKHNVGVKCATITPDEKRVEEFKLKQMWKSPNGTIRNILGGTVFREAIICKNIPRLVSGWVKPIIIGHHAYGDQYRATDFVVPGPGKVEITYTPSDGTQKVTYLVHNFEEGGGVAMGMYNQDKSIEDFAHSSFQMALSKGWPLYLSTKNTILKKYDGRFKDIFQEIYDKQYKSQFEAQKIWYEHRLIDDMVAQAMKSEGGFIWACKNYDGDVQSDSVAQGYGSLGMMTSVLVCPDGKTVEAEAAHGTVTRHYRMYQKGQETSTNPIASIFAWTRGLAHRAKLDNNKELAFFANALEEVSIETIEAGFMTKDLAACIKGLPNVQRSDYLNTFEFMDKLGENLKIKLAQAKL
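IDH1-R132H (0.5 ug/mL) preincubated 30 min with compound, then NADPH (0.016 mM) and alpha-KG (2 mM) added; 80 min at RT, pH 7.5. Remaining NADPH coupled via diaphorase/resazurin to fluorescence (540/590 nm); concentration-response curves normalized to no-enzyme control.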
rTrxR1 inhibitor – rat TrxR1 inhibition | AID 588453 | Potency, µM (top dose mostly 114 µM), for inactives: at the top dose activity change, negative = inhibition, usual class: inhibitors | 1% of 390,000 active | O89049 | recombinant rTrxR1, NADPH fluorescence consumption, selenite substrate; note: potency is the fitted concentration of half-maximal effect; % is set by controls: 0 for no effect and ±100 for the full control effect; nearly all actives have a fitted effect of over 65% in size
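Rat TrxR1 (90 nM in the dispensed reagent) was pre-reduced with 400 uM NADPH for 5 min at room temperature, then incubated with compound for 15 min. After 400 uM selenite was added, NADPH fluorescence (Ex 340/Em 450 nm) was followed for 8 min.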
HP1b binding inh – inhibitors of HP1-beta chromodomain binding to methylated histone tails; AlphaScreen HP1-beta / biotin-H3K9me3 peptide binding; Potency, µM (series often up to 114 µM), for inactives: at the highest dose activity change, negative = inhibition, usual class: inhibitors; P83916; 0.56% of 390,000 active; AID 540317; note: potency is the fitted concentration of half-maximal effect; nearly all actives have a fitted effect of over 70% in size; inactives centre near 23
Target sequence (P83916 whole entry, looked up): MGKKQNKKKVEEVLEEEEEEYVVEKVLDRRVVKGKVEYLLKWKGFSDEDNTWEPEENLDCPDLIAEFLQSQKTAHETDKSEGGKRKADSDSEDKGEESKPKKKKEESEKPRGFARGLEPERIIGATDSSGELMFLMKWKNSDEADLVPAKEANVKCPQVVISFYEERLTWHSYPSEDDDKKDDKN
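AlphaScreen: HP1-beta (50 nM) preformed 30 min with biotin-H3(1-18)K9me3 peptide (50 nM) in PBS pH 7.4, 0.01% Tween-20. Compound added for 30 min at RT, then streptavidin donor/nickel chelate acceptor beads (10 ug/mL) for 30 min.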
PI4K2A block – PI4K2A (human) kinase inhibition. Q9BTU6. purified PI4K2A, ADP-Glo luminescence, 1 h; stronger effect = lower value. activity change, negative = inhibition, % at 76.9 µM. 0.13% of 420,000 active. AID 1346378; in the data active = activity change below about -50%; inconclusive = mostly about -30% to -49%;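 note: -100% = wells without enzyme as full effect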
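Compounds are screened against recombinant PI4K2A using PI as substrate and ATP, the latter dispensed at 300 microM. Reactions run one hour at ambient temperature before ADP-Glo detection; full inhibition defined by wells lacking enzyme.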
USP1 inh – blocks the human USP1/UAF1 deubiquitinase complex; O94782; recombinant USP1/UAF1, Ub-Rhodamine cleavage fluorescence; Potency, µM (top dose mostly 57.1 µM), for the others: top-dose activity change, negative = inhibition, actives largely listed as inhibitors; 0.23% of 390,000 active; AID 743255; note: potency is the fitted concentration of half-maximal effect; % is set by controls: 0 for no effect and ±100 for the full control effect; nearly all actives have a fitted effect of over 60% in size; inactives centre near -12
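1 nM enzyme complex + cpd, 15 min RT; start with Ub-Rho 150nM final; kinetic fluorescence ex 480/em 540, 6 reads q60 s. Buffer 50mM HEPES pH 7.8, 0.5mM EDTA, 0.1 mg/ml BSA, 1mM TCEP, 0.01% Tween-20.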
TrxR1 substrate – rat thioredoxin reductase 1 substrate activity | O89049 | purified TrxR1 substrate turnover, NADPH consumption readout | Potency, µM (doses to about 114 µM), for the others: at the top dose activity change, negative = substrate turnover | 0.01% of 390,000 active | AID 588456; note: potency is the fitted concentration of half-maximal effect; % is set by controls: 0 for no effect and ±100 for the full control effect; nearly all actives have a fitted effect of over 50% in size
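Rat TrxR1, dispensed at 90 nM, was prereduced with 400 uM NADPH (final) for 5 min at ~22 deg C, then incubated with compound 15 min before 400 uM selenite. A first-read NADPH fluorescence drop versus no-compound background flagged substrates.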
GLS inh – blocks human kidney-isoform glutaminase activity. GLS enzymatic activity, qHTS titration. 0.21% of 410,000 active. Potency, µM (doses to about 45.5 µM), inactives show at the highest dose activity change, negative = inhibition, usual class: inhibitors; note: potency is the fitted concentration of half-maximal effect; % is set by controls: 0 for no effect and ±100 for the full control effect
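hKGA in 45 mM KH2PO4 (pH 8.2), 0.02% Tween-20 with compound, then 1mM L-Glutamine (stock as added) plus glutamate oxidase/HRP/Amplex red coupling mix. Fluorescence read initially and after 30 min at RT; signal change reflects glutamate formation.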
* = called active by the depositor; [ ] = dose if it differs, or a comment. Unless noted, calls come from the whole dose curve; as a rule, active = well fitted curve in the direction sought with a large enough effect; inconclusive = small, poorly fitted or top-dose-only effect, or another doubt; inactive = no such curve, though single readings can be large; an effect the other way counts as inactive or inconclusive. This is a subset, so the mix of outcomes need not match the whole.

CCCNC(=O)c1ccc(N(Cc2ccccc2)S(C)(=O)=O)cc1 was read as Pin1 inh 2%, Tb PGK inh -2%, IDH1 R132H inh -3%, rTrxR1 inhibitor 12%, HP1b binding inh 14%, PI4K2A block -4, USP1 inh -2%, TrxR1 substrate -1% and GLS inh 7%.
Screening CC(C)c1ccc2oc(=O)cc(CN3CCN(c4ccc(F)cc4)CC3)c2c1 returned Pin1 inh 6%, Tb PGK inh 2%, IDH1 R132H inh 1%, rTrxR1 inhibitor 26%[57.1 µM], HP1b binding inh -2%, PI4K2A block 2, USP1 inh -3%, TrxR1 substrate 10%[57.1 µM] and GLS inh 15%.
Cn1cc(SCC(=O)N2CCN(c3ccccc3)CC2)c2ccccc21 was read as Pin1 inh -5%, Tb PGK inh -1%, IDH1 R132H inh 3%, rTrxR1 inhibitor 19%[57.1 µM], HP1b binding inh -3%, PI4K2A block 5, USP1 inh -4%, TrxR1 substrate 4%[57.1 µM] and GLS inh 21%.
Screening O=C(CNC(=O)c1ccc(F)cc1)N/N=C/c1cn[nH]c1-c1ccccc1 returned Pin1 inh -3%, Tb PGK inh 1%, IDH1 R132H inh 8%, rTrxR1 inhibitor 2%[57.1 µM], HP1b binding inh 23%, PI4K2A block -1, USP1 inh -6%, TrxR1 substrate 7%[57.1 µM] and GLS inh -3%.
For COc1ccc(CCN2C(=O)CC(N3CCN(C/C=C/c4ccccc4)CC3)C2=O)cc1OC (centres undefined) the results were Pin1 inh -1%, Tb PGK inh 6%, IDH1 R132H inh 2%, rTrxR1 inhibitor 18%[57.1 µM], HP1b binding inh 18%, PI4K2A block -2, USP1 inh -11%, TrxR1 substrate 1% and GLS inh 5%.
Screening COCc1ccc(CN2CCc3c([nH]c4ccccc34)C2CC(C)C)o1 (centres undefined) returned Pin1 inh 1%, Tb PGK inh -6%, IDH1 R132H inh 3%, rTrxR1 inhibitor -18%, HP1b binding inh 11%, PI4K2A block -3, USP1 inh -26%, TrxR1 substrate 6% and GLS inh -7%.
For COc1ccc(C(=O)Nc2nnc(SCC(=O)NCc3ccco3)s2)cc1OC the results were Pin1 inh 1%, Tb PGK inh 1%, IDH1 R132H inh -3%, rTrxR1 inhibitor -5%, HP1b binding inh 36%[activator], PI4K2A block 1, USP1 inh 6%, TrxR1 substrate 1% and GLS inh 3%.
`CCOc1ccc(C(=O)NC2CC3CCCC(C2)N3CC(C)C)cc1` (centres undefined) gave Pin1 inh -2%, Tb PGK inh -5%, IDH1 R132H inh 1%, rTrxR1 inhibitor 31%, HP1b binding inh 29%, PI4K2A block -6, USP1 inh -23%, TrxR1 substrate 11% and GLS inh 0%.
Screening O=C(c1ccc2c(c1)N(Cc1cccc(Cl)c1)C(=O)c1ccccc1S2(=O)=O)N1CCN(Cc2ccccc2)CC1 returned Pin1 inh 14%, Tb PGK inh inactive, IDH1 R132H inh 3%, rTrxR1 inhibitor 34%[activator][57.1 µM], HP1b binding inh 12%, PI4K2A block -7, USP1 inh 10%, TrxR1 substrate 2%[57.1 µM] and GLS inh 3%.
COc1cc(NC(=O)Cc2ccc(Cl)cc2)ccc1NC(=O)c1ccco1 was read as Pin1 inh -1%, Tb PGK inh 5%, IDH1 R132H inh 1%, rTrxR1 inhibitor 15%, HP1b binding inh 11%, PI4K2A block -1, USP1 inh -7%, TrxR1 substrate 22% and GLS inh 9%.
O=C1c2ccccc2C(Nc2ccc(F)cc2F)N1CCN1CCOCC1 (centres undefined) was read as Pin1 inh -5%, Tb PGK inh -9%, IDH1 R132H inh -3%, rTrxR1 inhibitor 6%[57.1 µM], HP1b binding inh 33%, PI4K2A block -3, USP1 inh -7%, TrxR1 substrate 4%[57.1 µM] and GLS inh 1%.
CCCOc1ccc(S(=O)(=O)NCCCN2CCOCC2)c2ccccc12 was read as Pin1 inh -4%, Tb PGK inh -14%, IDH1 R132H inh 2%, rTrxR1 inhibitor -4%[57.1 µM], HP1b binding inh 22%, PI4K2A block -2, USP1 inh -21%, TrxR1 substrate 3%[57.1 µM] and GLS inh 3%.
For COc1ccc(CNC(=O)CN(c2ccc(C)cc2)S(=O)(=O)c2c(C)n[nH]c2C)cc1 the results were Pin1 inh 0%, Tb PGK inh -8%, IDH1 R132H inh -3%, rTrxR1 inhibitor 22%, HP1b binding inh 25%, PI4K2A block 1, USP1 inh inconclusive, TrxR1 substrate 7% and GLS inh -3%.
`C/C(CCC1CC(C)OC1=O)=N/Nc1nc(-c2ccccc2)cs1` (centres undefined) gave Pin1 inh -1%, Tb PGK inh -10%, IDH1 R132H inh 7%, rTrxR1 inhibitor -28%[57.1 µM], HP1b binding inh -33%, PI4K2A block 3, USP1 inh -17%, TrxR1 substrate 3%[57.1 µM] and GLS inh inconclusive.
Screening O=S(=O)(NCC1CCCO1)c1ccc(S(=O)(=O)N2CCc3ccccc3C2)cc1 (centres undefined) returned Pin1 inh -2%, IDH1 R132H inh -2%, rTrxR1 inhibitor 3%, HP1b binding inh 8%, PI4K2A block -3, USP1 inh 0%, TrxR1 substrate 4%[57.1 µM] and GLS inh 2%.
Screening O=C(NC(NNc1ccc([N+](=O)[O-])cc1)(C(F)(F)F)C(F)(F)F)c1ccc(Cl)cc1 returned Pin1 inh -2%, Tb PGK inh -3%, IDH1 R132H inh -8%, rTrxR1 inhibitor inconclusive, HP1b binding inh -32%, PI4K2A block 4, USP1 inh -16%, TrxR1 substrate -8%[57.1 µM] and GLS inh 6%.
`O=C(Nc1ccc2c(c1)OCO2)c1cc(C2CC2)on1` gave Pin1 inh -2%, Tb PGK inh -12%, IDH1 R132H inh -2%, rTrxR1 inhibitor 6%[57.1 µM], HP1b binding inh 14%, PI4K2A block -11, USP1 inh -12%, TrxR1 substrate 8%[57.1 µM] and GLS inh -3%.
`CCOc1cc2[nH]c(=O)n(CCCCC(=O)N3CCN(c4ccc(OC)cc4)CC3)c(=O)c2cc1OCC` gave Pin1 inh 0%, Tb PGK inh inactive, IDH1 R132H inh -3%, rTrxR1 inhibitor 12%[57.1 µM], HP1b binding inh 22%, PI4K2A block -3, USP1 inh inconclusive, TrxR1 substrate 4%[57.1 µM] and GLS inh 7%.
`CCc1ccc(NC(=O)CSc2nnc(-c3cnccn3)n2Cc2ccco2)cc1` gave Pin1 inh 7%, Tb PGK inh -1%, IDH1 R132H inh 0%, rTrxR1 inhibitor inconclusive, HP1b binding inh 21%, PI4K2A block -5, USP1 inh -20%, TrxR1 substrate 5% and GLS inh -2%.
O=C(CCc1ccc(S(=O)(=O)NC2CCCCC2)cc1)NCc1cccnc1 was read as Pin1 inh 4%, Tb PGK inh 3%, IDH1 R132H inh 0%, rTrxR1 inhibitor -2%, HP1b binding inh 3%, PI4K2A block -3, USP1 inh -10%, TrxR1 substrate -8% and GLS inh 1%.
Screening c1ccc(COc2ccc(OCCCCN3CCCC3)cc2)cc1 returned Pin1 inh 2%, Tb PGK inh -4%, IDH1 R132H inh -3%, rTrxR1 inhibitor -13%, HP1b binding inh inconclusive, PI4K2A block 2, USP1 inh -10%, TrxR1 substrate -10% and GLS inh 7%.
Screening O=C(Nc1ccc2ccccc2c1)c1ccccc1[N+](=O)[O-] returned Pin1 inh 0%, Tb PGK inh -8%, IDH1 R132H inh 11%, rTrxR1 inhibitor 21%[57.1 µM], HP1b binding inh 11%[57 µM], PI4K2A block -3, USP1 inh inconclusive, TrxR1 substrate 25%[57.1 µM] and GLS inh -7%.
For COc1cccc(N2CC(NC(=O)c3ccc(S(=O)(=O)N4CCOCC4)cc3)CC2=O)c1 (centres undefined) the results were Pin1 inh -3%, Tb PGK inh -1%, IDH1 R132H inh 9%, rTrxR1 inhibitor 14%[57.1 µM], HP1b binding inh 50%[activator], PI4K2A block -3, USP1 inh -18%, TrxR1 substrate 6%[57.1 µM] and GLS inh 1%.
`O=C(c1ccoc1)N1CCN(c2cc(-c3ccncc3)nc3cc(-c4cccc(Cl)c4)nn23)CC1` gave Tb PGK inh 9%, IDH1 R132H inh -3%, PI4K2A block -2, USP1 inh -20% and GLS inh 20%.
CCCN1CCC(NC(=S)Nc2cccc(Cl)c2Cl)CC1 was read as Pin1 inh -1%, Tb PGK inh -3%, IDH1 R132H inh 16%, rTrxR1 inhibitor -25%, HP1b binding inh 58%[activator], PI4K2A block 4, USP1 inh -11%, TrxR1 substrate 2% and GLS inh -1%.
Screening CCCc1cc(=O)[nH]c(SCc2cc(=O)oc3c(C)c(C)ccc23)n1 returned Pin1 inh -4%, Tb PGK inh 7%, IDH1 R132H inh 0%, rTrxR1 inhibitor -15%[57.1 µM], HP1b binding inh 16%, PI4K2A block 0, USP1 inh -10%, TrxR1 substrate -4%[57.1 µM] and GLS inh 19%.
Screening O=C(COC(=O)c1ccco1)NC1CCCCC1 returned Pin1 inh -15%, Tb PGK inh -9%, IDH1 R132H inh 2%, rTrxR1 inhibitor 2%, HP1b binding inh 21%, PI4K2A block 13, USP1 inh -1%, TrxR1 substrate -1% and GLS inh 1%.
